ATXN2 expr inh = Primary qHTS for Inhibitors of ATXN expression; HEK-293 ATXN2-luciferase reporter, luminescence, 24 h; Potency, µM (series often up to 57 µM), for inactives: at the highest dose activity change, negative = inhibition, hits mostly inhibitors; hit rate 0.72% among 360,000; AID 1745845, 2022; also: % is scaled to controls: 0 for no effect and ±100 for the full control effect; nearly all actives have a fitted effect of over 55% in size
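qHTS (up to 57 uM final) was run with 24 h compound exposure of reporter cells at 37 °C. Each well was multiplexed: SteadyGlo luminescence measured ATXN2-luciferase expression after a fluorogenic Gly-Phe-AFC viability readout (25 uM final).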
Nrf2 activator = qHTS of Nrf2 Activators; Potency, µM (titrated, usually from 46.1 µM), for inactives: at the highest dose activation, usual class: activators; hit rate 0.31% among 410,000; AREc32 ARE-luciferase reporter (MCF7-derived line), luminescence, 24 h; AID 624171, 2012; also: % of control where 0% means no effect; nearly all actives have a fitted effect of over 65% in size
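AREc32 cells carrying an ARE-driven firefly luciferase, 1000 cells/well in OPTI-MEM with 5% FBS, dosed after overnight attachment and incubated 24 hr at 37 deg C. Steady-Glo luminescence read after 30 min at RT.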
MCF10A rerep = A quantitative high throughput screen for small molecules that induce DNA re-replication in MCF 10a normal breast cells; hit rate 2.9% among 350,000; MCF 10A DNA re-replication, Hoechst nuclear intensity, 48 h; Potency, µM (doses to about 46.1 µM), inactives show top-dose activity, positive = re-replication, hits mostly activators; also: % of control where 0% means no effect; nearly all actives have a fitted effect of over 50% in size
Nrf2 block = Nrf2 qHTS screen for inhibitors. A549 ARE-Fluc reporter, luciferase luminescence, 18-24 h. Potency, µM (series often up to 46 µM), inactives show at the top dose activity change, negative = inhibition, usual class: inhibitors. hit rate 2.1% among 360,000; also: % is scaled to controls: 0 for no effect and ±100 for the full control effect; nearly all actives have a fitted effect of over 60% in size
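Two sequential reads on A549 ARE_Fluc cells exposed to compound for 18-24 h: a CellTiter-Fluor fluorescence read for viability, then a luciferase luminescence read for Nrf2/ARE activity.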
HepG2 tox = qHTS for Inhibitors of TGF-b: Cytotox Counterscreen | HepG2 CAGA-GFP viability, ATP luminescence, 18 h | Potency, µM (doses to about 46.1 µM), inactives show at the highest dose activity change, negative = cytotoxicity, actives largely listed as cytotoxic | hit rate 0.76% among 410,000 | AID 588856, 2011; also: some results filed as inactive show a strong effect at the top dose
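CellTiter-Glo luminescence gave cytotoxicity after 18 hours at 37 degrees C. The cells were HepG2 CAGA-GFP in 1% FBS DMEM, stimulated with 500 pg/mL TGF-beta after compound addition. %Activity was normalised to no-cell wells (complete cell-killing) and DMSO (no toxicity), and curves were fitted and classified.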
A549 viability = Nrf2 qHTS screen for inhibitors: counterscreen for cytotoxicity; Potency, µM (highest dose often 46 µM), for inactives: at the highest dose activity change, negative = cytotoxicity, hits mostly inhibitors; AID 504648, 2011; hit rate 0.16% among 390,000; A549 ARE-Fluc cells, CellTiter-Fluor viability, 18-24 h; also: % is scaled to controls: 0 for no effect and ±100 for the full control effect
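Cytotoxicity counterscreen: CellTiter-Fluor fluorescence was measured in A549 ARE_Fluc cells after 18-24 h of compound exposure in a concentration series. The subsequent BugLite luminescent read reports ARE-luciferase activity.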
ATXN viability = Viability Counterscreen for Primary qHTS for Inhibitors of ATXN expression; S2 cells (HEK-293 line with an ATXN2-luciferase reporter) viability, CellTiter-Fluor protease fluorescence, 24 h; Potency, µM (titrated, usually from 56.7 µM), most hits filed as cytotoxic; hit rate 0.49% among 400,000; AID 651635, 2014; also: nearly all actives have a fitted effect of over 40% in size
EPAC2 antag = qHTS for Antagonist of cAMP-regulated guanine nucleotide exchange factor 2 (EPAC2): primary screen. Potency, µM (top dose mostly 114 µM), inactives show at the highest dose activity, negative = inhibition, most hits filed as inhibitors. AID 720708, 2013. EPAC2 GEF exchange of Rap1B-BODIPY-GDP, fluorescence. Rap guanine nucleotide exchange factor 4 (Homo sapiens), Q8WZA2. hit rate 0.18% among 360,000; also: % is scaled to controls: 0 for no effect and ±100 for the full control effect; nearly all actives have a fitted effect of over 45% in size; many of its hits are not listed in these tables
Target sequence (Q8WZA2 whole entry, looked up): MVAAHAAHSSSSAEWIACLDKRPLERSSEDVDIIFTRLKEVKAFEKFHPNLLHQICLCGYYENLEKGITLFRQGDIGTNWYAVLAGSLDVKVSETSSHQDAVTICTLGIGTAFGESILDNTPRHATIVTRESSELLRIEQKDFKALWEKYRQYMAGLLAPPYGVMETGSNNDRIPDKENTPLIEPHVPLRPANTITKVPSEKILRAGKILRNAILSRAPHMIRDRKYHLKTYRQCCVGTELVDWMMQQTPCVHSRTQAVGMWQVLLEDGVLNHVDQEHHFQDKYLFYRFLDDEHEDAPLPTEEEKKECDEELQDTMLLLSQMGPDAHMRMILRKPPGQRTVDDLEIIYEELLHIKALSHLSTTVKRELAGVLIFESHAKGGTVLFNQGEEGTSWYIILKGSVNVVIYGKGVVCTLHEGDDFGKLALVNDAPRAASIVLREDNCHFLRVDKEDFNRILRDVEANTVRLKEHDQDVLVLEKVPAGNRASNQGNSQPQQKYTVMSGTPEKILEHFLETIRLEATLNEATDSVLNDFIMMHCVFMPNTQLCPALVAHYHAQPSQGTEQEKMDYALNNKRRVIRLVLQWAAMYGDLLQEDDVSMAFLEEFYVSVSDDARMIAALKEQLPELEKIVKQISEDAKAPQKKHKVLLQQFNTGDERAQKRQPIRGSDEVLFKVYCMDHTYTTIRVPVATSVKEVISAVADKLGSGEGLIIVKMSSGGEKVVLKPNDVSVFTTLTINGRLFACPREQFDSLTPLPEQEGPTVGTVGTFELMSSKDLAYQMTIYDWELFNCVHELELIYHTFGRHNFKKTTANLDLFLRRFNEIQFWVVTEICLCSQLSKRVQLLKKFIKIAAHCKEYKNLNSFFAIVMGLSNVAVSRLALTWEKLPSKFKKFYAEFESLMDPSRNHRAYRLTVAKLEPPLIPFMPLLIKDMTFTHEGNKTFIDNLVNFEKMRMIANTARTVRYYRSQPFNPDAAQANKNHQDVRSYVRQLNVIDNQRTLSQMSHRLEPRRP
TGFb SMAD3 inh = qHTS for Inhibitors of TGF-b | HepG2 CAGA-GFP TGF-b/SMAD3 reporter, GFP fluorescence, 18 h; TGF-beta stimulated, 500 pg/mL final | Potency, µM (series often up to 46.1 µM), inactives show at the highest dose activity, negative = inhibition, hits mostly inhibitors | hit rate 1.2% among 410,000 | AID 588855, 2011; also: % is scaled to controls: 0 for no effect and ±100 for the full control effect; nearly all actives have a fitted effect of over 65% in size
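Cell-based qHTS in HEPG2 carrying a CAGA-GFP Smad reporter; compounds added before 500 pg/mL final TGF-beta, 18 h incubation at 37 degrees C, GFP fluorescence quantified per cell by imaging cytometry.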
Starred values were filed as active, the others as inactive; i = inactive; ? = inconclusive; nt = no result given; [ ] = another dose, or the depositor's remark. Calls follow the shape of the dose curve; as a rule, active = well fitted curve in the direction sought with a large enough effect; inconclusive = small, poorly fitted or top-dose-only effect, or another doubt; inactive = no such curve, though single readings can be large; an effect the other way counts as inactive or inconclusive. Potency is read from the fitted curve at half-maximal effect.

SMILES	ATXN2 expr inh	Nrf2 activator	MCF10A rerep	Nrf2 block	HepG2 tox	A549 viability	ATXN viability	EPAC2 antag	TGFb SMAD3 inh
Nc1ccccc1SC1CC(=O)N(c2ccc3c(c2)OCO3)C1=O (stereo not drawn)	17%	2.3%	0%	?	-6%	-3%	i	-6%	22%
COC(=O)c1cccc(NC2CC(=O)N(c3ccc(OC)c(OC)c3)C2=O)c1 (stereo not drawn)	3%	-0.5%	3%	-17%	5µM*	-11%	i	-6%	-9%
COCc1cc(C)nc2sc(C(=O)Nc3ccc(OC(F)(F)F)cc3)c(N)c12	-15%	-1.0%	nt	-24%	-22%	16%	nt	nt	0%
O=C(COc1ccc(Cl)cc1)N1CCN(C(=O)c2ccccc2F)CC1	-5%	-0.3%	?	?	24%	-5%	i	3%	0%
S=C(N/N=C/c1ccc2c(c1)OCO2)NC1CC2CCC1C2 (stereo not drawn)	8%	-0.3%	1%	4%	-29%	2%	?	5%	-18%
COc1ccc2nc(C)cc(SCC(=O)NNC(=O)COc3ccc(C)cc3)c2c1	nt	0.0%	-1%	-20%	-12%	-9%	nt	5%	-7%
O=C(Nc1ccc(Cl)c(S(=O)(=O)N2CCOCC2)c1)c1ccncc1	-3%	0.8%	9%	-5%	-10%	1%	i	9%	5%
Cc1ccc(CNC(=O)C2CCN(S(=O)(=O)c3ccc4[nH]c(=O)ccc4c3)CC2)cc1	16%	-0.2%	nt	nt	-1%	1%	i	nt	16%
COC(=O)c1cccc(NC(=S)N2CCN(c3ccccc3F)CC2)c1	-22%[11.3 µM]	3.3%	-5%	13%	6%	0%	i	1%	?
O=C1CCC/C1=C\Nc1ccc(Cl)c([N+](=O)[O-])c1	-19%	3.9%	0%	-5%	-11%	2%	i	0%	-12%
Cc1ccccc1/C=N/NC(=O)CSc1nc2ccccc2o1	8%	8.2%	15%	3%	-26%	14%	i	7%	?
Cc1noc(C)c1NC(=O)N(C)C[C@H]1Oc2ccc(NS(=O)(=O)c3ccccc3)cc2C(=O)N([C@H](C)CO)C[C@@H]1C	1%	0.2%	6%	-2%	-5%	0%	i	-4%	12%
CC1(C2CC(=O)c3c(O)ccc(O)c3C2)OCCO1 (stereo not drawn)	nt	20%	nt	nt	-17%	nt	i	2%	-12%
CC(NC(=O)[C@H](C)NC(=O)N1CCn2c1nc1ccccc12)c1ccccc1 (stereo partly drawn)	3%	-0.5%	3%	4%	-1%	-3%	i	1%	-7%
Cc1ccn(CCC(=O)N2CCCC(CCC(=O)N3CCN(c4ccccn4)CC3)C2)n1 (stereo not drawn)	-23%	-0.1%	0%	-22%	-3%	-5%	i	-1%	-20%
COc1cccc(C(C(=O)NC2CCCC2)N(C(=O)c2csnn2)C2CC2)c1 (stereo not drawn)	4%	0.1%	-7%	-2%	1%	-2%	i	-6%	?
C=CCn1c(C(CC)CC(C)(C)O)n[nH]c1=S (stereo not drawn)	2%	-0.6%	-7%	-5%	-8%	-1%	i	3%	-23%
N#Cc1ccc(C(=O)OCC(=O)NC(=O)NCc2ccccc2)cc1	6%	-0.1%	-2%	1%	-4%	-6%	i	10%	-2%
Cc1cccc(NC(=S)NC(=O)c2cccs2)n1	43%[activator]	?	1%	nt	-38%	10%	i	-7%	-25%
Cc1ccc(C(=O)c2cc([N+](=O)[O-])ccc2N2CCOCC2)c(C)c1	-5%	2.1%	0.92µM*	?	30%	?	?	-3%	?
Cc1ccccc1OCc1ccc(-c2nc(C#N)c(N3CCC(C(N)=O)CC3)o2)o1	?	-0.6%	nt	?	-47%	0%	?	nt	-2%
CC(=O)c1ccc(NC(=O)c2nc(-c3ccccc3)n(-c3ccccc3Cl)n2)cc1	-6%	1.6%	nt	-12%	-32%	0%	?	nt	1%
Cc1ccc(NC(=O)CSc2nnc(COc3ccccc3C)o2)cc1	nt	2.2%	-4%	-2%	-26%	-1%	i	-6%	11%
Cc1c(C(=O)Nc2ccc(Oc3ccccc3)cc2)sc2nc3n(c(=O)c12)CCC3	-14%	4.0%	-3%	?	-32%	-20%	i	0%	-5%
Cc1cccc(N(CC(=O)NC(C)C)C(=O)c2ccc(N3CCCC3)nc2)c1	14%	0.0%	-15%	5%	-8%	0%	i	2%	-1%
CC(C)NC(=O)c1ccccc1NC(=O)CN(c1ccc2c(c1)OCO2)S(C)(=O)=O	10%	-0.4%	1%	-1%	-2%	-2%	i	3%	-2%
CC(NS(=O)(=O)OCC(Cl)(Cl)Cl)c1ccc(Br)cc1 (stereo not drawn)	-18%	-1.0%	15%	-1%	-42%	1%	i	?	?
O=C(NCc1cccc(F)c1F)C1CCC(=O)N(C2CC2)C1 (stereo not drawn)	3%	1.8%	-1%	4%	-6%	7%	i	4%	-9%
CC[C@@H]1C=C(C(=O)O)[C@H](c2ccc(OC)c(OC)c2)N1S(=O)(=O)c1ccc(C)cc1	3%	-0.6%	-1%	0%	-4%	6%	i	-4%	4%
OCCN(Cc1ccccc1)CC(O)COc1ccc2c(c1)OCO2 (stereo not drawn)	nt	-0.3%	-10%	0%	-18%	5%	i	5%	-1%
C=CC(C)(C)c1c2occc2c(O)c2ccc(=O)oc12	-25%	-0.9%	?	6%	-26%	-6%	?	-21%	?
Oc1ccc(C(c2nnnn2CCc2ccccc2)N2CCN(c3nc4ccccc4s3)CC2)cc1 (stereo not drawn)	-9%	0.0%	1%	?	-13%	?	i	6%	-2%
COCCNc1nnc(SCC(=O)Nc2sc3c(c2C(=O)c2ccccc2)CCCC3)s1	-27%	4.0%	-9%	?	-20%	-13%	i	-1%	?
COc1ccccc1N1CCN(S(=O)(=O)CCNC(=O)C2CCCC2)CC1	-24%	0.3%	0%	-22%	-14%	-4%	i	-9%	-24%
CCOC(=O)CSC1=C(C#N)C(c2ccccc2OC)CC(=O)N1 (stereo not drawn)	-13%	-0.3%	5.2µM*	?	-5%	-11%	i	1%	-3%
CCc1ccc2nc(SCC(=O)Nc3ccccc3N3CCOCC3)c(C#N)cc2c1	-30%	0.3%	3.7µM*	14%	-6%	-7%	i	3%	?
O=S(=O)(c1ccc(OCC2CO2)cc1)c1ccc(OCC2CO2)cc1 (stereo not drawn)	nt	?	?	-15%	-64%	0%	?	8%	?
Cc1csc(NC(=O)CSc2nc(=O)cc(N)n2-c2ccc(F)cc2)n1	-3%	-0.8%	1%	-11%	0%	1%	i	4%	-6%
COc1ccc(-n2c(SCC(=O)Nc3cccc4ccccc34)nc(O)cc2=O)cc1	0%	0.9%	?	-2%	10%	-8%	i	0%	12%
C=CCn1c(SCC(=O)N2CCOCC2)nc2c([nH]c3ccccc32)c1=O	1%	3.3%	7%	-13%	-23%	-3%	?	-6%	?
CCCN1C(=O)NC2(O)C(=O)c3ccccc3C12O (stereo not drawn)	1%	-0.4%	-7%	-7%	-9%	-1%	i	29%[57.1 µM]	14%
Oc1c(Br)cc(/C=N/n2c(-c3ccccc3)n[nH]c2=S)cc1Br	-15%	-0.6%	-9%	-10%	8%	-15%	i	-2%	-20%
O=C(COC(=O)c1ccccc1Br)NCCc1ccc(F)cc1	17%	0.0%	-5%	0%	-7%	6%	i	1%	-12%

A second format for 10 compounds above:
Values in the order: ATXN2 expr inh | Nrf2 activator | MCF10A rerep | Nrf2 block | HepG2 tox | A549 viability | ATXN viability | EPAC2 antag | TGFb SMAD3 inh
COc1ccccc1N1CCN(S(=O)(=O)CCNC(=O)C2CCCC2)CC1
  -24% | 0.3% | 0% | -22% | -14% | -4% | i | -9% | -24%
CCOC(=O)CSC1=C(C#N)C(c2ccccc2OC)CC(=O)N1 (stereo not drawn)
  -13% | -0.3% | 5.2µM* | ? | -5% | -11% | i | 1% | -3%
CCc1ccc2nc(SCC(=O)Nc3ccccc3N3CCOCC3)c(C#N)cc2c1
  -30% | 0.3% | 3.7µM* | 14% | -6% | -7% | i | 3% | ?
O=S(=O)(c1ccc(OCC2CO2)cc1)c1ccc(OCC2CO2)cc1 (stereo not drawn)
  nt | ? | ? | -15% | -64% | 0% | ? | 8% | ?
Cc1csc(NC(=O)CSc2nc(=O)cc(N)n2-c2ccc(F)cc2)n1
  -3% | -0.8% | 1% | -11% | 0% | 1% | i | 4% | -6%
COc1ccc(-n2c(SCC(=O)Nc3cccc4ccccc34)nc(O)cc2=O)cc1
  0% | 0.9% | ? | -2% | 10% | -8% | i | 0% | 12%
C=CCn1c(SCC(=O)N2CCOCC2)nc2c([nH]c3ccccc32)c1=O
  1% | 3.3% | 7% | -13% | -23% | -3% | ? | -6% | ?
CCCN1C(=O)NC2(O)C(=O)c3ccccc3C12O (stereo not drawn)
  1% | -0.4% | -7% | -7% | -9% | -1% | i | 29%[57.1 µM] | 14%
Oc1c(Br)cc(/C=N/n2c(-c3ccccc3)n[nH]c2=S)cc1Br
  -15% | -0.6% | -9% | -10% | 8% | -15% | i | -2% | -20%
O=C(COC(=O)c1ccccc1Br)NCCc1ccc(F)cc1
  17% | 0.0% | -5% | 0% | -7% | 6% | i | 1% | -12%

Source: PubChem (National Center for Advancing Translational Sciences (NCATS))

This is a subset, so the mix of outcomes need not match the whole.
